Rab9 promoter act = activators of Rab9 promoter. Huh7 Rab9 promoter-luciferase reporter, luminescence, 24 h. Potency, µM (highest dose often 9.22 µM), for the others: top-dose activation, negative = inhibition, usual class: activators. 2.8% of 320,000 active. AID 485297; note: potency is the fitted concentration of half-maximal effect; % of control where 0% means no effect; nearly all actives have a fitted effect of over 60% in size
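Luciferase signal after 10 min detection reagent at ambient indicates Rab9 promoter upregulation; stably transfected Huh7 cells were treated 24 h with compound in DMSO at 37 °C, 5% CO2.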
KCNH2 3.1 inh = KCNH2 3.1 (human) potassium channel inhibition; 0.95% of 340,000 active; activity change, % (tested at about 1.8 µM); U2OS KCNH2 3.1, thallium flux FluxOr; active compounds read low;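 active = maximum activity change below -70%; inconclusive = maximum activity change from -70% to -50%; inactive = maximum activity change above -50%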;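 note: thallium influx rate constant from kinetic fluorescence after stimulation buffer; % is set by controls: 0 for no effect and ±100 for the full control effect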
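Thallium flux via FluxOr fluorescence (Red40 quencher, 45 min loading) in U2OS cells virally expressing the KCNH2 3.1 isoform (1.77 x 10^8 /mL virus, overnight at 37 C). Rate constants from 2-min kinetic reads post-stimulation, normalised to positive and negative controls.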
PKM2 act = PKM2 (human) enzyme activation; purified PKM2, Kinase-Glo ATP luminescence, activation; response scale: 0% is enzyme alone, no compound; Potency, µM (highest dose often 57.5 µM), for inactives: at the top dose activation, most hits filed as activators; 0.34% of 260,000 active; note: potency is the fitted concentration of half-maximal effect; % is set by controls: 0 for no effect and ±100 for the full control effect; nearly all actives have a fitted effect of over 55% in size
Target sequence (P14618 whole entry, looked up): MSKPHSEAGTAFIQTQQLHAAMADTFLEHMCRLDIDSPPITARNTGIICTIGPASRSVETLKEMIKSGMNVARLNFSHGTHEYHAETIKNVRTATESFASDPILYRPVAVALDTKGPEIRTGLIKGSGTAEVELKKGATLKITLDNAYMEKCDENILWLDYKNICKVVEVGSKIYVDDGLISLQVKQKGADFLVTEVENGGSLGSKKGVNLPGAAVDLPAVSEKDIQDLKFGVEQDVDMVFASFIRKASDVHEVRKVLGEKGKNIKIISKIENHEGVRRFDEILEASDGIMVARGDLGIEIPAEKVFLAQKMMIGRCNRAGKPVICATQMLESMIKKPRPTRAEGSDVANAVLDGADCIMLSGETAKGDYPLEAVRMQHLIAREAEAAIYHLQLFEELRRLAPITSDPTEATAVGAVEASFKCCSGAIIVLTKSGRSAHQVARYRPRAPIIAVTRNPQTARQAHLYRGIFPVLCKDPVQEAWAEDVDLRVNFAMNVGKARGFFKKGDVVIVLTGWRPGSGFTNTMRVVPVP
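Purified hPK-M2 (>95%) run at intermediate activity with 0.1 mM ADP and 0.5 mM PEP in 50 mM imidazole pH 7.2, KCl, MgCl2; 1 h room temperature. ATP formed read by Kinase-Glo luminescence; normalized to uninhibited and no-enzyme controls.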
MBNL1 CUG block = MBNL1-poly(CUG) RNA binding inhibition | AID 2675 | TR-FRET MBNL1-His/biotin-(CUG)12 binding, 665/545 ratio | Potency, µM (titrated, usually from 57.5 µM), inactives show top-dose activity change, negative = inhibition, usual class: inhibitors | 0.036% of 280,000 active; active = well fitted inhibition curve with a large enough effect in the signal ratio, with a control signal flat, not every such curve was filed as active; inconclusive = small, poorly fitted or top-dose-only effect, or effect the other way, or a change in a side signal; inactive = no such curve, though single readings can be large or run the other way; the % refers to the signal ratio; note: potency is the fitted concentration of half-maximal effect; % is set by controls: 0 for no effect and ±100 for the full control effect
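TR-FRET between His-tagged MBNL1 and biotin-(CUG)12 RNA, detected with Tb anti-His antibody (0.055 ng/ul) and streptavidin-XL665 (5 nM), 60 min at room temperature. Compounds titrated 92 nM to 58 uM; 665/545 nm ratio normalized to buffer and complex controls.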
FLuc counter = inhibits or activates purified firefly luciferase, miR-21 counter-screen; Potency, µM (highest dose often 57.5 µM), inactives show top-dose activity change, negative = inhibition, hits mostly inhibitors; P08659; 6.9% of 360,000 active; purified FLuc, Km substrates, luminescence inhibition; AID 588342;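 note: potency is the fitted concentration of half-maximal effect; plate controls were vehicle for no effect and reference inhibitor for full effect; nearly all actives have a fitted effect of over 55% in size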
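Purified P. pyralis luciferase (10nM final) with 10uM D-luciferin and 10uM ATP (Km levels) in 50mM Tris acetate pH 7.5, 10mM Mg acetate, 0.01% Tween-20, 0.05% BSA; qHTS 6-point titration, ~60 µM downward; luminescence read.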
RORgamma inh = ROR gamma (mouse) transcription inhibition; 5.4% of 310,000 active; Drosophila S2 Gal4-RORgamma UAS-luciferase reporter, 20 h; Potency, µM (top dose mostly 53.6 µM), for inactives: top-dose activity change, negative = inhibition, hits mostly inhibitors; P51450; note: potency is the fitted concentration of half-maximal effect; % is set by controls: 0 for no effect and ±100 for the full control effect; nearly all actives have a fitted effect of over 60% in size
Target sequence (P51450 whole entry, looked up, the tested form may be a part): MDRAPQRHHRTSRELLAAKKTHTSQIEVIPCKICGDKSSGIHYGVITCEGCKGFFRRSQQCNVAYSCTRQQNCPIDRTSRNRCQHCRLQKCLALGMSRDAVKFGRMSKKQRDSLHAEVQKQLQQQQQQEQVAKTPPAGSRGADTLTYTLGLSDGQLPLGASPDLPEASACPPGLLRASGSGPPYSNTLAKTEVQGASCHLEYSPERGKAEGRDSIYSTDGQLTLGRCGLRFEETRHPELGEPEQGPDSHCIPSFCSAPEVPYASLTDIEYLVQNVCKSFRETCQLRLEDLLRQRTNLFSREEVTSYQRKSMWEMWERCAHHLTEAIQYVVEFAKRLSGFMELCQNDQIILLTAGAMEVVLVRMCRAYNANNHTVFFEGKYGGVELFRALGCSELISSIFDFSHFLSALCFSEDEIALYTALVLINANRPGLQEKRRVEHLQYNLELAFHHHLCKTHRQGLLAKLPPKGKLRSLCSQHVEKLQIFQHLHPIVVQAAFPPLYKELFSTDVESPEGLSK
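Drosophila Schneider cells stably carrying a metallothionein-driven Gal4 DBD–ROR gamma fusion and a UAS-Photinus luciferase reporter were exposed to compound for 1 hr, then induced with copper sulfate (700 uM final) for 20 hr at ambient temperature before luminescence reading.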
Mito fusion act = blocks mitochondrial division or promotes mitochondrial fusion | 0.23% of 320,000 active | S. cerevisiae fusion-defective mutant growth rescue, CellTiterGlo 48 h | Potency, µM (top dose mostly 46.1 µM), inactives show top-dose growth rescue (activation), hits mostly activators;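 note: potency is the fitted concentration of half-maximal effect; % of control where 0% means no effect; nearly all actives have a fitted effect of over 45% in size; temperature-sensitive fusion mutants such as fzo1-1 at 37 °C on non-fermentable ethanol glycerol medium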
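S. cerevisiae fusion-defective temperature-sensitive mutants (e.g. fzo1-1, mgm1-5) grown 48 h at 37C in YPEG (ethanol/glycerol non-fermentable) medium with 23 nl compound per well; growth rescue read as CellTiterGlo luminescence.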
NPC1 promoter act = activates the NPC1 promoter; Huh7 NPC1 promoter luciferase reporter, 24 h; Potency, µM (series often up to 9.22 µM), for the others: at the highest dose activation, usual class: activators; 2.4% of 320,000 active; AID 485313;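 note: potency is the fitted concentration of half-maximal effect; % of control where 0% means no effect; nearly all actives have a fitted effect of over 60% in size; reporter is driven by a mutant NPC1 promoter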
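Cells: Huh7 expressing luciferase under the NPC1 promoter, 1500/well. Seeded 2 h, compound added, incubated 24 h at 37 °C. Luciferase reagent, 10 min ambient, then luminescence.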
ELG1 DNA repair = inhibitors of ELG1-dependent DNA repair in HEK293T cells; 2.3% of 330,000 active; HEK293T ELG1-luciferase reporter, luminescence, 16 h; DNA damage induced by 5-fluorouridine; Potency, µM (doses to about 46.1 µM), inactives show at the top dose activity change, negative = inhibition, usual class: inhibitors; AID 504467; note: potency is the fitted concentration of half-maximal effect; % is set by controls: 0 for no effect and ±100 for the full control effect; nearly all actives have a fitted effect of over 55% in size
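Cells (2,000 per well) received 5-fluorouridine plus test compound or DMSO and were incubated 16 hr at 37 °C, 5% CO2. Luciferase activity was read by luminescence 30 min after ONE-Glo addition; signal suppression marked inhibition of damage-induced ELG1 function.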
Menin-MLL TR inh = inhibitors of human menin-MLL interaction, mutant MLL peptide | 0.23% of 270,000 active | Menin + Texas Red MLL mutant peptide, fluorescence polarization | O00255 | AID 1768 | Potency, µM (doses to about 61.6 µM), for the others: top-dose FP activity change, negative = inhibition, hits mostly inhibitors; active = well fitted inhibition curve with a large enough effect in the polarisation, with a control signal flat, not every such curve was filed as active; inconclusive = small, poorly fitted or top-dose-only effect, or effect the other way, or a change in a side signal; inactive = no such curve, though single readings can be large or run the other way; the % refers to the polarisation; note: potency is the fitted concentration of half-maximal effect; % of control where 0% means no effect; many of its hits are not listed in these tables
Gal4-VP16 FLuc = counter-screen for ROR gamma inhibitors: Gal4-VP16 reporter | Drosophila S2 Gal4-VP16 UAS-luciferase, luminescence, 20 h | Potency, µM (top dose mostly 53.6 µM), for inactives: top-dose activity, negative = inhibition, hits mostly inhibitors | 3.5% of 310,000 active;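 note: Gal4-VP16 expression switched on by copper sulfate through the metallothionein promoter; potency is the fitted concentration of half-maximal effect; % is set by controls: 0 for no effect and ±100 for the full control effect; nearly all actives have a fitted effect of over 50% in size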
Active calls of the source: *; ? = inconclusive; / = not tested or not shown; [ ] = dose if it differs, or a comment. Unless noted, calls come from the whole dose curve; as a rule, active = well fitted curve in the direction sought with a large enough effect; inconclusive = small, poorly fitted or top-dose-only effect, or another doubt; inactive = no such curve, though single readings can be large; an effect the other way counts as inactive or inconclusive.

SMILES	Rab9 promoter act	KCNH2 3.1 inh	PKM2 act	MBNL1 CUG block	FLuc counter	RORgamma inh	Mito fusion act	NPC1 promoter act	ELG1 DNA repair	Menin-MLL TR inh	Gal4-VP16 FLuc
S=c1[nH]nc(COc2ccccc2)n1C1CCCCC1	2%	7	-13%	-6%	0%	1.8µM*	24%	-5%	6%	-6%	4µM*
Cc1nc2nc(CNC(=O)OC(C)(C)C)nn2c(C)c1CCC(=O)Nc1ccc2c(c1)OCO2	0%	-27	/	0%	?	-12%	-1%	-6%	29%	/	-3%
CCOC(=O)c1ccc(N2Cc3ccccc3C2=N)cc1	30%	5	-13%	-11%	?	-34%	-4%	15%	?	-15%	-7%
COCC1CCCCN1C(=O)C1CCN(c2nc(-c3ccccc3)nc3c2CCC3)CC1 (stereo unspecified)	-1%	-2	/	-7%	2%	-26%	-16%	-5%	?	/	5%
O=C(NNC(=S)NC(=O)c1cccs1)c1ccc(NC(=O)c2ccccc2)cc1	-4%	-2	-1%	/	-25%	4.5µM*	-6%	-2%	-21%	?	6.3µM*
O=C(NCCc1ccccc1)c1c(O)c2cccc3c2n(c1=O)CC3	6%	-3	-5%	-6%	4%[2.3 µM]	14%	2%	6%	11%	19%	12%
Cc1ccc(-c2nnc(SCC(=O)Nc3ccc(N4CCOCC4)cc3)o2)cc1	-5%	-10	-2%	-10%	-2%	-3%	1%	-2%	11%	10%	-5%
COC(=O)CCc1nc2ccccc2nc1OC	1%	-6	-1%	26%	4%	-20%	-2%	2%	8%	1%	7%
CCn1c(Cl)c(C=O)s/c1=N\S(=O)(=O)c1ccccc1	-51%[inhibitor]	24	16µM*	?	-4%	9%	-9%	-42%[inhibitor]	?	/	-7%
CC(=O)Nc1ccc2nc(NS(=O)(=O)c3ccc(C)cc3)sc2c1	1%	2	-3%	-3%	-18%	3%	2%	-1%	-11%	?	-12%
Cc1c(CCC(=O)O)c(=O)oc2cc3occ(-c4ccc(Br)cc4)c3cc12	-5%	-15	/	0%	17µM*	24%	24%	-6%	-17%	42%[activator]	-3%
O=C(NCc1ccccn1)C1CCCCC1	9%	-3	-4%	9%	-1%	16%	-4%	-3%	22%	1%	-13%
CCO[C@@H]1OC(C(=O)N2CCN(Cc3ccc4c(c3)OCO4)CC2)=C[C@H](C2CC2)[C@H]1CCCO	2%	-17	1%	-3%	0%	15%	0%	-2%	-18%	?	-11%
CCOc1ccc2nc(NCCNC(=S)NCCCN(C)C)c(C#N)cc2c1	-10%	-6	-2%	?	3%	-21%	0%	-3%	-2%	1%	3%
COc1cc(NC(=O)Cc2nn(C)c(=O)c3ccccc23)cc(OC)c1OC	2%	-7	11%	-1%	-13%	13%	-5%	1%	?	9%	-2%
COC(=O)Cc1ccc2c3ccccc3n(C)c2c1	4%	-16	-2%	-1%	?	9%	-9%	5%	?	16%	-2%
CC(=C1C(=O)c2ccccc2C1=O)N1CCN(C/C=C/c2ccccc2)CC1	-1%	-3	-1%	11%	-20%	-1%	-1%	-2%	3%	-1%	6%
COc1ccc(NC(=O)N(CCCN(C)C)Cc2cc3cc(OC)ccc3[nH]c2=O)cc1	-7%	1	1%	-12%	3%	-14%	0%	0%	2%	4%	0%
O=S(=O)(NC1CCCCCC1)c1ccc(Br)s1	1%	-8	6%	2%	4%	3%	?	-3%	-22%	12%	9%
COc1ccc(CNC(=O)C(c2ccco2)N(C(=O)c2ccccn2)c2ccccc2)cc1 (stereo unspecified)	0.89µM*	16	1%	-1%	6.7µM*	-22%	12%	0.89µM*	?	19%	-10%
Cc1ccc(/C=N/Nc2nnc(Cc3ccccc3)c(=O)[nH]2)o1	-4%	/	-34%	3%	1%	?	-6%	-4%	0%	-19%	-3%
COc1cccc(NC(=O)Cn2c(=O)n(CCC(=O)NCc3ccco3)c(=O)c3ccccc32)c1	1%	5	-1%	/	-9%	30%	7%	-4%	-6%	11%	5%
O=C(NCCc1ccccc1)C1CCN(S(=O)(=O)c2cccs2)CC1	3%	-1	-4%	-9%	4%	44%	2%	-3%	-12%	5%	?
COc1ccc(CCNC(=O)Cn2c(=O)n(Cc3ccco3)c(=O)c3ccc(Cl)cc32)cc1OC	0%	-5	?	5%	-1%	-24%	-2%	-1%	?	-6%	?
O=C(Nc1nc(-c2cccc3ccccc23)cs1)c1ccc2c(c1)S(=O)(=O)c1ccccc1C2=O	-8%	-106*	1%	24%	?	10%	5%	-1%	?	?	6%
CCC1S/C(=C(\C#N)C(N)=O)N(c2ccc(F)cc2)C1=O (stereo unspecified)	-5%	4	-6%	-11%	-3%	12%	0%	-1%	-1%	-7%	-8%
Cc1ccc(C(=O)N2CCN(c3cnn(C)c(=O)c3Cl)CC2)cc1	-5%	-8	-10%	6%	-1%	-2%	-11%	-2%	/	8%	2%
CCOc1ccc(NC(=O)CSc2ccc(-c3ccco3)nn2)cc1	-2%	/	-13%	7%	?	-20%	1%	11%	-1%	/	12%
Fc1ccc(N2N=C(c3cccs3)CC2c2ccco2)c(F)c1 (stereo unspecified)	10%	-2	1%	10%	-6%	?	-6%	-6%	5%	16%	3%
COCC(=O)Nc1cc(C)cn(Cc2ccccc2Cl)c1=O	-1%	14	5%	1%	1%	-16%[1.91 µM]	-1%	-2%	?	-25%	-3%
CCOc1ccc(NC(=O)CCN2CCN(S(=O)(=O)c3ccc(OC)cc3)CC2)cc1	7%	3	3%	-8%	1%	8%	-3%	-4%	-17%	-2%	-4%
O=C1CN=C(Nc2ccccc2Cl)N1c1ccccc1	-10%	-2	-6%	6%	-6%	35%	5%	0%	12%	2%	?
CCC(=O)N(Cc1ccc(C)cc1)Cc1cc2cc3c(cc2[nH]c1=O)OCO3	21%	-29	-6%	0%	1%	16%	0%	4%	-15%	?	1%
CC(C)(C)CC(C)(C)NCC(O)COCCOc1ccc(Br)cc1 (stereo unspecified)	-2%	/	-2%	-12%	-1%	-80%	-19%	1%	23µM*	-23%	11µM*
O=C(CSc1ccc(Cl)cc1)NCc1ccco1	-2%	-10	-4%	-5%	-11%	-28%	-1%	2%	?	?	-7%
COc1cc(C2OCC3C(c4ccc(OC5OC(CO)C(O)C(O)C5O)c(OC)c4)OCC23)ccc1O (stereo unspecified)	-1%	3	15%	-7%	-3%	2%	1%	0%	8%	12%	-5%
Cc1ccc(NC(=O)CC2S/C(=N/N=C/c3c[nH]c4ccccc34)NC2=O)cc1 (stereo unspecified)	2%	5	-6%	-1%	-2%	-12%	-3%	-2%	13%	?	-3%
COc1cc(SC#N)ccc1N=Cc1c(C)[nH]n(-c2cccc3ccccc23)c1=O	-6%	3	-11%	?	?	?	-14%	2%	?	8%	?
N#Cc1ccsc1NC(=O)c1cccc(-n2cnnn2)c1	11%	-7	5%	203%[activator]	?	?	3%	-2%	-3%	34%[activator]	-14%
Cc1cccc(C)c1NC(=O)N1CCCC1C(=O)Nc1ccc(-n2cnnn2)cc1 (stereo unspecified)	-2%	-2	-3%	1%	0%	-16%	4%	1%	9%	8%	-8%
COc1ccc(N(C(C)=O)S(=O)(=O)c2cccs2)cc1	0%	5	5%	-11%	-1%	-5%	1%	0%	12%	4%	3%
C=CCn1c(C)cc(-c2csc(NC)n2)c1C	-3%	9	17%	-9%	-15%	21%	0%	0%	5%	-27%	2%
C=CCn1c(-c2ccncc2)n[nH]c1=S	-4%	6	-5%	4%	1%	10µM*	2%	0%	0%	1%	-18%
O=C(c1ccc2c(c1)OCO2)N(CC1CCCO1)C1(C(=O)NC2CCCCC2)CCCCC1 (stereo unspecified)	29%	-1	-1%	-16%	1%	1%	7%	3%	-2%	-8%	-2%
COc1cc(OC)cc(C(=O)Nc2ccc3nc4n(c(=O)c3c2)CCCC4)c1	?	26	/	37%[activator]	?	-29%	-11%	2.8µM*	?	6%	-15%
CN(C)C(=O)N1CCN(C(=O)N(C)C)CC1	4%	-1	14%	-24%	0%	-4%	3%	6%	17%	3%	6%
O=C(CN1CCOCC1)NCCNC(=O)CN1CCOCC1	-2%	-11	-1%	9%	-1%	2%	-5%	-2%	4%	-14%	-2%
CCOc1ccc(C(=O)Nc2cccc(-c3cc4ccccc4oc3=O)c2)cc1[N+](=O)[O-]	-6%	-93*	3%	11%	0%	-4%	2%	-7%	?	-14%	-10%

This is a subset, so the mix of outcomes need not match the whole.
